# Compound activity (PubChem)
# Mito fusion yeast = blocks mitochondrial division or promotes mitochondrial fusion; Potency, µM (doses to about 46.1 µM), inactives show top-dose growth rescue (activation), hits mostly activators; AID 485298; S. cerevisiae fusion-defective mutant growth rescue, CellTiterGlo 48 h; 320,000 compounds, 0.23% hits;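 further: potency means the concentration at half of the fitted maximal effect; % of control where 0% means no effect; nearly all actives have a fitted effect of over 45% in size; temperature-sensitive fusion mutants such as fzo1-1 at 37 °C on non-fermentable ethanol glycerol medium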
#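 Growth-rescue viability read-out: after 48 h at the non-permissive 37C in glycerol/ethanol YPEG, yeast mitochondrial fusion mutants are measured by CellTiterGlo luminescence; compounds (23 nl pinned per well) restoring growth score as division inhibitors or fusion activators.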
# Eya2 inh = inhibitors of human Eya2 phosphatase activity; O00167; AID 488837; 330,000 compounds, 0.006% hits; Potency, µM (doses to about 76.9 µM), inactives show top-dose activity, negative = inhibition, hits mostly inhibitors; recombinant Eya2, OMFP fluorescence dephosphorylation (OMFP is methylfluorescein phosphate); further: potency means the concentration at half of the fitted maximal effect; on the % scale 0 is the no-effect control and ±100 the full control effect
# Target sequence (O00167 whole entry, looked up): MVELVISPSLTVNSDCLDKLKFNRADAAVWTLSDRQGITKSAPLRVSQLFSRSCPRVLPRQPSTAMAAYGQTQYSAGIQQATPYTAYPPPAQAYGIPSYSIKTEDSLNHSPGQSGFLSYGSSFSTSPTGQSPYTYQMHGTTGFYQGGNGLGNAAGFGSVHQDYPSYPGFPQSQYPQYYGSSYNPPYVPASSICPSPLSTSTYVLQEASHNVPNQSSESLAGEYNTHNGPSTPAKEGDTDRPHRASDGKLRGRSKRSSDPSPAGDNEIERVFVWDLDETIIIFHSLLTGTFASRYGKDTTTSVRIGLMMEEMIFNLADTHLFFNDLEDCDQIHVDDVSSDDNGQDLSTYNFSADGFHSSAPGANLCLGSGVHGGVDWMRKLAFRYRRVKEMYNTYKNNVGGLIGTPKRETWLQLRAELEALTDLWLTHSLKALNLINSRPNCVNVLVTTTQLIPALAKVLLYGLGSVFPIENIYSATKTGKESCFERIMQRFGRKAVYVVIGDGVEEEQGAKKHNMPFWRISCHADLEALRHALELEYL
#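 Eya2 protein (added as 0.2 uM solution) was preincubated with compound for 10 min at ambient temperature in 50 mM HEPES pH 7.5, 50 mM NaCl, 5 uM MgCl2, 0.05% BSA, 1 mM DTT. OMFP (added at 50 uM) then reacted 10 min; fluorescence read at 485/525 nm.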
# KCNH2 WT inh = blocks the wildtype human KCNH2 potassium channel | U2OS, BacMam KCNH2, thallium flux FluxOr; hits give low values | activity change, % at 1.84 µM | Q12809 | 340,000 compounds, 0.37% hits;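 active means maximum activity change below -70%; inconclusive means maximum activity change between -70% and -50%; inactive means maximum activity change above -50%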; further: on the % scale 0 is the no-effect control and ±100 the full control effect
#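 U2OS cells transduced with wild-type KCNH2 virus are loaded with FluxOr dye for 45 min, and thallium flux is measured in kinetic reads before and after stimulation buffer. Rate constants are normalized to DMSO controls.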
# TSHR antag = blocks TSH signaling through the human TSH receptor; TSHR-expressing cells, TSH-stimulated cAMP HTRF, 2 h; hits give low values; activity change, negative = inhibition, % at 11.5 µM; 330,000 compounds, 0.2% hits; P16473;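 active means activity change below a set negative limit, meaning inhibition stronger than a set level, cut at about -70% in these data; inconclusive means activity change between two set negative limits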; further: on the % scale 0 is the no-effect control and ±100 the full control effect
#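 Inhibition of cAMP made by TSHR-expressing cells under TSH stimulation (4nM final, EC80; 2 h, 37 deg C) is quantified with a one-step lysis HTRF kit, anti-cAMP cryptate versus cAMP-d2.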
# Menin-MLL TR inh = displaces Texas Red mutant MLL peptide from human menin; O00255; Menin + Texas Red MLL mutant peptide, fluorescence polarization; Potency, µM (top dose mostly 61.6 µM), without a hit: at the highest dose FP activity change, negative = inhibition, hits mostly inhibitors; 270,000 compounds, 0.23% hits; AID 1768; active means well fitted inhibition curve with a large enough effect in the polarisation, with a control signal flat, not every such curve was filed as active; inconclusive means small, poorly fitted or top-dose-only effect, or effect the other way, or a change in a side signal; inactive means no such curve, though single readings can be large or run the other way; the % refers to the polarisation; further: potency means the concentration at half of the fitted maximal effect; % of control where 0% means no effect; many of its hits are not listed in these tables
# Target sequence (O00255 whole entry, looked up): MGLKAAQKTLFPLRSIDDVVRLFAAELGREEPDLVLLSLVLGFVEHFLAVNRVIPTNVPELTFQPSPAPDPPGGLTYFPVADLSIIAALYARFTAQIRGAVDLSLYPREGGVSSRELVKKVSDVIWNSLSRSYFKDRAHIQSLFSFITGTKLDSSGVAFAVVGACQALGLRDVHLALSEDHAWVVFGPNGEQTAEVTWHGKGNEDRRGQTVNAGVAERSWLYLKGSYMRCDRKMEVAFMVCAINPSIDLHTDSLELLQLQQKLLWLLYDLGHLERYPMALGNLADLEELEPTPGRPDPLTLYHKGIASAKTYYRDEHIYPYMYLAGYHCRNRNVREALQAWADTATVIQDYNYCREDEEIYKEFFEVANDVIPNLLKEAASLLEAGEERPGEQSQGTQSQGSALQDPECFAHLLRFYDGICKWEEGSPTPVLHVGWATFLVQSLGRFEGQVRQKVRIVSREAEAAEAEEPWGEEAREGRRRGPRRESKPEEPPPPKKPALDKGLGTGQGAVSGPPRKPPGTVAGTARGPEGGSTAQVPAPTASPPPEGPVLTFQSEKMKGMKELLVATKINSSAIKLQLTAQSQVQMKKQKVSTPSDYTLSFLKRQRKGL
# Chronic BCR inh = blocks chronic active B-cell receptor signaling. ABC-DLBCL IkBa-CBG/CBR reporter, luminescence ratio, 4 h. Potency, µM (titrated, usually from 46.1 µM), for the others: at the top dose ratio change, negative = lower green/red ratio, usual class: inhibitors. 340,000 compounds, 0.05% hits. AID 493014; active means well fitted inhibition curve with a large enough effect in the signal ratio, with a control signal flat, not every such curve was filed as active; inconclusive means small, poorly fitted or top-dose-only effect, or effect the other way, or a change in a side signal; the % refers to the signal ratio;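 further: potency means the concentration at half of the fitted maximal effect; plate controls were basal doxycycline-induced cells for no effect and cells given 10 µM MG132 for full effect; MG132 reads +100%, hits lower the ratio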
#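 Compounds up to 46 uM were incubated four hours with TMD8 cells whose green CBG68 luciferase is fused to IkappaBalpha; red CBR luminescence normalised the signal, and concentration-effect curves were fitted to fusion, red and ratio data.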
# GALK inhibitor = galactokinase (human) inhibition; Purified GALK, Kinase-Glo residual ATP luminescence; 270,000 compounds, 0.007% hits; P51570; AID 1868; Potency, µM (highest dose often 57.5 µM), for inactives: top-dose activity change, negative = inhibition, most hits filed as inhibitors; further: potency means the concentration at half of the fitted maximal effect; on the % scale 0 is the no-effect control and ±100 the full control effect
#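 Compounds were pin-transferred into ATP buffer (35 uM final), then GALK plus galactose (5 nM, 100 uM final) was added. After 1 h at room temperature, Kinase-Glo Plus was added and luminescence read after 10 min.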
# S-ASM inh = inhibitors of human secretory acid sphingomyelinase. Potency, µM (titrated, usually from 57.5 µM), for inactives: at the highest dose activity change, negative = inhibition, most hits filed as inhibitors. AID 504937. P17405. 340,000 compounds, 0.006% hits. placental ASM, HMU-PC fluorogenic substrate, 60 min; further: potency means the concentration at half of the fitted maximal effect
#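 HMU-PC0 cleavage (9 uM final) by human placental ASM, 60 min at 37 °C following 10 min compound exposure at RT; stopped at pH 10, fluorescence Ex 386/Em 447 nm.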
# MBNL1-CUG inh = inhibitors of human MBNL1 binding to CUG repeat RNA; 280,000 compounds, 0.036% hits; TR-FRET MBNL1-His/biotin-(CUG)12 binding, 665/545 ratio; Q9NR56; AID 2675; Potency, µM (doses to about 57.5 µM), without a hit: top-dose activity change, negative = inhibition, hits mostly inhibitors; active means well fitted inhibition curve with a large enough effect in the signal ratio, with a control signal flat, not every such curve was filed as active; inconclusive means small, poorly fitted or top-dose-only effect, or effect the other way, or a change in a side signal; inactive means no such curve, though single readings can be large or run the other way; the % refers to the signal ratio; further: potency means the concentration at half of the fitted maximal effect; on the % scale 0 is the no-effect control and ±100 the full control effect
#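 His-tagged MBNL1 binding to biotinylated (CUG)12 RNA was measured by TR-FRET using terbium anti-His antibody (0.055 ng/ul final) and streptavidin-XL665 (5 nM final). Compounds were titrated 92 nM to 58 uM; 60 min at room temperature.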
# PKM2 activator = PKM2 (human) enzyme activation | P14618 | purified PKM2, Kinase-Glo ATP luminescence, activation; response scale: 0% is enzyme alone, no compound | Potency, µM (highest dose often 57.5 µM), inactives show top-dose activation, usual class: activators | 260,000 compounds, 0.34% hits; further: potency means the concentration at half of the fitted maximal effect; on the % scale 0 is the no-effect control and ±100 the full control effect; nearly all actives have a fitted effect of over 55% in size
#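 Kinase-Glo luminescence reports ATP generated from ADP (0.1 mM) and PEP (0.5 mM) by purified hPK-M2 after 1 h at room temperature, pH 7.2 imidazole buffer; intermediate enzyme activity allows detecting inhibitors and activators.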
# USP2a block = USP2a (human) protease inhibition | O75604 | USP2 core, Ub-CHOP2 coupled fluorogenic reporter, 485/531 | Potency, µM (doses to about 38.3 µM), for the others: top-dose activity change, negative = inhibition, most hits filed as inhibitors | 330,000 compounds, 0.01% hits;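 further: potency means the concentration at half of the fitted maximal effect; plate controls were DMSO wells for no effect and full inhibition by NEM control for full effect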
#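 USP2 core (10nM final) preincubated 30min RT with compound in 20mM Tris-HCl pH 8.0, 2mM CaCl2, 2mM beta-mercaptoethanol, 0.05% CHAPS; 25nM Ub-CHOP2 plus 25nM reporter substrate added, fluorescence (Ex485/Em531) read after 60min.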
# * hit, by the source's call; i = inactive; ? = inconclusive; · = not tested or not shown; [ ] = remark or other dose. Unless noted, the call rests on the fitted dose curve; in most records, active means well fitted curve in the direction sought with a large enough effect; inconclusive means small, poorly fitted or top-dose-only effect, or another doubt; inactive means no such curve, though single readings can be large; an effect the other way counts as inactive or inconclusive.
# Results follow in this order: Mito fusion yeast | KCNH2 WT inh | GALK inhibitor | PKM2 activator | TSHR antag | Menin-MLL TR inh | S-ASM inh | Chronic BCR inh | USP2a block | MBNL1-CUG inh | Eya2 inh
- Cc1ccc(SCc2nn(C)c(Cl)c2C=O)cc1
  1% | -6 | 0% | -2% | -7 | 7% | 1% | 0% | 2% | · | -23%
- O=C(N/N=C/c1ccccc1C(=O)O)C(=O)N1CCCCC1
  -4% | 5 | 0% | 1% | -11 | -4% | 3% | 6% | 3% | -5% | -1%
- NC(=O)c1ccsc1NC(=O)COC(=O)CSc1ccc(Cl)cc1
  1% | -37 | 1% | 2% | -12 | ? | -5% | ? | 1% | -13% | 0%
- Cc1ccc(NS(=O)(=O)c2cc3c(cc2C)NC(=O)CO3)cc1
  2% | 3 | · | 5.6µM* | 10 | 16% | -2% | -25% | -2% | -6% | 1%
- CCOc1ccccc1Nc1ncccc1C(=O)O
  4% | -1 | 3% | 11% | -4 | ? | 1% | -7% | 5% | -12% | -20%
- O=C(CSc1nc(-c2ccccc2Cl)ns1)Nc1ccc2c(c1)OCO2
  3% | -13 | 0% | -1% | 2 | ? | -15% | 13% | 2% | -4% | -2%
- COc1ccc(CN(CC(=O)NCc2ccc(F)cc2)C(=O)c2ccco2)cc1
  9% | 4 | 3% | · | -4 | · | 60% | -1% | 3% | -3% | -13%
- CC(O)c1ccc2c(c1)OCCOCCN(C)CCOCCO2 (stereo not drawn)
  0% | -5 | 6% | 5% | -10 | 10% | 8% | 2% | -1% | 0% | 2%
- Cc1noc(C)c1C(=O)Nc1sccc1C(N)=O
  · | -4 | · | · | 0 | · | 5% | 2% | 3% | · | -23%
- CC(=O)Oc1ccc(N2C(=O)[C@@H]3[C@H](C2=O)[C@H]2c4ccccc4C=NN2[C@@H]3C(C)=O)cc1
  0% | 2 | 0% | 7% | -4 | · | -5% | -12% | 10% | -11% | 2%
- O=C(NCCCN1CCOCC1)C(C(=O)c1ccccc1)n1ccccc1=O (stereo not drawn)
  1% | -5 | 5% | -5% | 12 | 4% | 5% | 1% | 2% | -1% | 5%
- C=CCn1c(O)c(N=NC(=O)CNC(=O)c2ccco2)c2ccccc21
  3% | -3 | 2% | -6% | -6 | -3% | -2% | -3% | 3% | ? | 9%
- Cc1ccc(Sc2nnc(Cc3ccccc3)c3ccccc23)cc1
  6% | -6 | 1% | 7% | -1 | -3% | -7% | ? | 2% | 5% | 1%
- Cc1ccc(C(=O)c2cc(C)sc2N)cc1
  5% | 11 | 2% | 8% | -6 | 1% | -8% | -14% | -1% | 16% | -21%
- Cn1cccc1C(=O)NC(=O)CSc1nc2ccccc2s1
  5% | 3 | -5% | 0% | -10 | 7% | -1% | ? | 0% | 10% | -5%
- COc1cc(C2OC(c3cc(OC)c(OC)c(OC)c3)C(C)C2C)cc(OC)c1OC (stereo not drawn)
  0% | 1 | 2% | 2% | 3 | ? | -1% | -1% | 2% | -9% | 3%
- Cc1ccc(NC(=O)C(=O)NCc2ccc(/C=N/NC(=O)c3c(C)nc4cc(C)ccn34)o2)cc1
  4% | · | 0% | 1% | 3 | 3% | · | ? | 2% | -2% | -6%
- CSc1ccc(C2CC(=O)Nc3nc(SC)[nH]c(=O)c32)cc1 (stereo not drawn)
  1% | 3 | 15% | · | -5 | ? | 1% | -2% | 3% | -2% | -1%
- Cc1ccc(S(=O)(=O)NCC2NCCc3ccccc32)cc1 (stereo not drawn)
  -10% | -7 | -1% | -4% | 6 | -21% | 7% | ? | 0% | -4% | -9%
- Cc1ccc(CNC(=O)Nc2cccs2)cc1
  9% | 0 | -3% | 25µM* | 1 | 10% | 5% | ? | 1% | -4% | -32%
- CCC(C)(C)n1nnnc1C(c1ccc(O)c(OC)c1)N1CCN(c2nc3ccccc3s2)CC1 (stereo not drawn)
  1% | 0 | 0% | ? | -23 | -3% | -15% | ? | -3% | 6% | 7%
- O=C(O)/C=C/C(=O)OC1CC2CCC1C2 (stereo not drawn)
  -6% | -2 | 1% | -1% | 2 | · | 2% | 8% | 9% | -7% | ?
- Cc1cccc(NC2=C(Cl)C(=O)OC2NC(=O)c2ccccc2)c1 (stereo not drawn)
  2% | -5 | -2% | -6% | 10 | 0% | -1% | 13% | 0% | -9% | -7%
- CC(C)N(C(=O)CN1CCN(S(=O)(=O)c2ccc(Br)s2)CC1)C(C)C
  0% | -1 | · | · | -11 | · | -2% | 2% | 2% | · | 12%
- CC1CN(C(=O)c2ccccc2)c2ccccc2NC1=O (stereo not drawn)
  -1% | 5 | 0% | -1% | 1 | -19% | 2% | 1% | 5% | · | -25%
- CC(C)OC(=O)c1nnc(-c2ccccc2)nc1OC(C)C
  10% | 4 | -1% | -23% | -17 | -8% | 7% | ? | -1% | 13% | 7%
- CCOC(=O)c1cnc2[nH]c3ccccc3n2c1=O
  -6% | 7 | 3% | -3% | 5 | ? | 15% | 3% | 2% | 4% | -5%
- Cn1cnnc1Sc1cc(N2CCN(S(=O)(=O)c3ccc(Cl)c(Cl)c3)CC2)ccc1[N+](=O)[O-]
  2% | 8 | -2% | 2.8µM* | -6 | 16% | -7% | 0% | 5% | ? | 10%
- Cc1cc2c(=O)n(C)c(SCC(=O)c3cc4ccccc4o3)nc2s1
  2% | 17 | -1% | -6% | -8 | -25% | -25% | ? | 2% | 15% | -10%
- CSc1ccccc1NC(=O)CN1CC(C)OC(C)C1 (stereo not drawn)
  -1% | -5 | 4% | -1% | -10 | 5% | 1% | -22% | 1% | -8% | -9%

# 3 compounds already listed, arranged by count of non-hydrogen atoms, smallest number first:
# Results follow in this order: Mito fusion yeast | KCNH2 WT inh | GALK inhibitor | PKM2 activator | TSHR antag | Menin-MLL TR inh | S-ASM inh | Chronic BCR inh | USP2a block | MBNL1-CUG inh | Eya2 inh
- Cc1ccc(C(=O)c2cc(C)sc2N)cc1
  5% | 11 | 2% | 8% | -6 | 1% | -8% | -14% | -1% | 16% | -21%
- Cc1cc2c(=O)n(C)c(SCC(=O)c3cc4ccccc4o3)nc2s1
  2% | 17 | -1% | -6% | -8 | -25% | -25% | ? | 2% | 15% | -10%
- O=C(CSc1nc(-c2ccccc2Cl)ns1)Nc1ccc2c(c1)OCO2
  3% | -13 | 0% | -1% | 2 | ? | -15% | 13% | 2% | -4% | -2%

# (further entries)
# Results follow in this order: Mito fusion yeast | KCNH2 WT inh | GALK inhibitor | PKM2 activator | TSHR antag | Menin-MLL TR inh | S-ASM inh | Chronic BCR inh | USP2a block | MBNL1-CUG inh | Eya2 inh
- CN1CCN(c2ccccc2NC(=O)Cc2cn(C)c3ccccc23)CC1
  -6% | 5 | 1% | 7% | -3 | 2%[11.7 µM] | 3% | -13% | 3% | -15% | 4%
- CC1(C)Cc2c(sc3[nH]c(=O)n(CC(=O)NCC4CCCO4)c(=O)c23)CO1 (stereo not drawn)
  -3% | 3 | 0% | 2%[0.46 µM] | 53 | -23% | 1% | 7% | 0% | -3% | 0%
- O=C(COC(=O)Cc1cn2ccsc2n1)NCc1ccc2c(c1)OCO2
  2% | 6 | 5% | -2% | 3 | 0% | 3% | 2% | 0% | -2% | 6%
- Cc1ccc(/C=N/NC(=O)c2cccnc2)o1
  -7% | i | 0% | 8% | 2 | 3% | 5% | 3% | 0% | 18% | ?
- COCCN1CCn2c(nc3cc([N+](=O)[O-])ccc32)C1
  -7% | -4 | -3% | 4% | -5 | · | 0% | 3% | 3% | ? | -4%
- CCN(CC)S(=O)(=O)c1cc(NC(=O)CNc2c(C)n(C)n(-c3ccccc3)c2=O)ccc1C
  -2% | -1 | -3% | 2% | 2 | 1% | 1% | 0% | 0% | -2% | 15%
- CCCCN1C(=O)Cc2c1nc(N)c1c(N)nc(N(CCC)CCC)c(C#N)c21
  -2% | 0 | -2% | 0% | -9 | 3% | 85%[activator] | 11% | 1% | 13% | 14%

# Not all compounds are listed (hit frequency here may not be typical).
